From PubChem
TAG inh: reduces triacylglycerol accumulation in H9c2 cells | Nile Red lipid (TAG) fluorescence; cells loaded with 200 µM oleic acid | hit rate 0.66% among 230,000 | inhibition, % at 12.5 µM;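 active means pattern-corrected inhibition of lipid staining of at least 50% with the nuclear-stain viability signal not falling by more than 50%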;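 further: 0% = DMSO wells and 100% = triacsin C control wells; some results filed as inactive read as strong as hits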
TAG inh DAPI viability: also measured in TAG inh; calls as there; DAPI nuclei signal change (viability), lower = more cytotoxic, %;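 whole-well DAPI fluorescence read on a plate reader as a viability signal; minus 50 percent equals half of cells still viable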
Numbers without * were called inactive. An excerpt; the hit share may differ from the screen's.

(1) CCOc1ccc(C(=O)OCCCN(C)C)cc1
(2) COc1cc(NC(=O)[C@@H]2O[C@H](CO)[C@@H](O)[C@H]2O)cc(OC)c1OC
(3) CCCC(=O)OC1CC(C)N(C(=O)c2ccccc2)c2ccc(C)cc21 (stereo not given)
(4) CC(=O)N1CCC(N(CCN2CCOCC2)C(=S)Nc2ccc(C)cc2)CC1
(5) O=C1NC(=Nc2ccccc2Br)SC1(CO)CO
(6) CC(C)n1c(=S)[nH]c2scc(-c3cccs3)c2c1=O
(7) O=C(CSC(=S)N1CCCC1)Nc1ncc(Cl)cc1Cl
(8) CCN(C(C)=O)c1nc(CCl)cs1

assay / compound	1	2	3	4	5	6	7	8
TAG inh	-12	-1	-25	-11	4	8	-6	3
TAG inh DAPI viability	4	61	-8	11	1	-9	-1	-5

(9) CC(C)(C)OC(=O)N1CCC(C(=O)Nc2ccc(C(=O)NCc3ccccc3)cc2)CC1
(10) Nc1nn(-c2ccccc2)nc1C(=O)OCc1ccccc1
(11) COc1ccccc1C=NN=C(N)C(N)=NN=Cc1ccccc1OC
(12) CC1CN(CCOc2ccc(F)cc2)CC(C)O1 (stereo not given)
(13) CCC(C)(C(=O)NC1CCCC1)N(CC1CCCO1)C(=O)CNC(=O)c1ccccc1 (stereo not given)
(14) Clc1ccc(Cn2cccc2C2=NCCO2)cc1
(15) CCOc1cccc(N2C(=O)CC(n3cnc4ccccc43)C2=O)c1 (stereo not given)
(16) CCCCNC(=S)N(CCN(CC)CC)Cc1cc2cc3c(cc2[nH]c1=O)OCCO3

assay / compound	9	10	11	12	13	14	15	16
TAG inh	8	9	1	-3	6	-10	-9	9
TAG inh DAPI viability	-11	1	0	5	-14	9	7	9

(17) COc1ccc(Cl)cc1NC(=O)CN(C)C1CCCCC1
(18) COc1ccc(N=C2C(=Nc3ccc(OC)cc3)N(c3ccc(OC)cc3)C(=S)N2C(=O)c2ccc(OC)cc2)cc1
(19) O=S(=O)(c1cccc(-c2nnco2)c1)N1CCOCC1
(20) Cc1ccc(C)c(N2CCN(C(=S)NC3CCCCC3)CC2)c1
(21) CCCNC(=O)N(C)C[C@H]1Oc2ncc(C#CCc3ccccc3)cc2C(=O)N([C@H](C)CO)C[C@H]1C
(22) CCOC(=O)C1CCCN(C(=O)CNC(=O)Cn2ccc3ccccc3c2=O)C1 (stereo not given)
(23) CC(CN1CCCCCC1)C(=O)NN (stereo not given)
(24) O=C(NCc1cccnc1)c1c(F)c(F)c(F)c(F)c1F

assay / compound	17	18	19	20	21	22	23	24
TAG inh	-46	54*	-2	0	0	15	-8	4
TAG inh DAPI viability	2	-1.9*	4	12	1	-20	7	10

(25) Cc1ccc(N2C(=O)CC(Sc3ccccc3C(=O)O)C2=O)cc1C (stereo not given)
(26) CC(=O)Nc1ccc(S(=O)(=O)NCC(=O)OCC(=O)N2CCCCCC2)cc1
(27) COc1cccc(N2C(=O)CC(NNc3nc4ccccc4s3)C2=O)c1 (stereo not given)
(28) CS(=O)(=O)N1CCN(C2C3CC4CC(C3)CC2C4)CC1 (stereo not given)
(29) O=C(CSc1nnc(Cc2ccccc2)o1)Nc1ccc(Br)cn1
(30) O=c1c2nncn2c2cc(C(F)(F)F)ccc2n1CCNc1ncc(C(F)(F)F)cc1Cl
(31) CC(C)(C)c1ccc(C2C(C#N)=C(N)Oc3n[nH]c(-c4cccnc4)c32)cc1 (stereo not given)
(32) CCOC(=O)CC1C(=O)NCCN1S(=O)(=O)c1ccc(OC)cc1 (stereo not given)

assay / compound	25	26	27	28	29	30	31	32
TAG inh	-2	8	3	7	-10	23	-8	3
TAG inh DAPI viability	-9	0	-2	1	-9	1	-15	0

Two compounds drawn at random from the list so far, as already listed:
(32) CCOC(=O)CC1C(=O)NCCN1S(=O)(=O)c1ccc(OC)cc1 (stereo not given)
(30) O=c1c2nncn2c2cc(C(F)(F)F)ccc2n1CCNc1ncc(C(F)(F)F)cc1Cl

assay / compound	32	30
TAG inh	3	23
TAG inh DAPI viability	0	1

Following part
(33) COc1ccc(NC(=S)NC(=O)/C=C/c2ccco2)cc1
(34) CCOC(=O)n1c(=O)n(Cc2ccc(Cl)c(Cl)c2)c2ccccc21
(35) Cc1ccc(S(=O)(=O)N(C)C)cc1-n1c(SCC(=O)Nc2ccc(F)cc2)nc2ccccc2c1=O
(36) C#Cc1ccc([C@@H]2C=C(C(=O)N3CCOCC3)O[C@H](OCC)[C@H]2CCCO)cc1
(37) COc1ccc(-c2oc3ccccc3c2C(=O)OCc2ccccc2)cc1
(38) CN1CCn2cnc(C(=O)N[C@@H](Cc3ccccc3)C(=O)OC(C)(C)C)c2C1=O
(39) CCCn1c(NC(=O)c2ccc(Cl)c(S(=O)(=O)N3CCCC3)c2)nc2ccccc21
(40) Cc1ccc(N2C(=O)N(CC(=O)Nc3cc(C)cc(C)c3)C(=O)C2C)cc1 (stereo not given)

assay / compound	33	34	35	36	37	38	39	40
TAG inh	-4	-19	-1	4	-38	-9	-26	-24
TAG inh DAPI viability	7	-5	-17	-1	133	3	2	6

(41) O=C1OC(CC(=O)N(Cc2nnc(-c3ccc(Cl)cc3)o2)C2CC2)c2ccccc21 (stereo not given)
(42) Cc1cccc(-c2noc(CN(C(=O)C(c3ccccc3)c3ccccc3)C(C)C)n2)c1
(43) Fc1cc(F)cc(-c2oncc2-c2nnnn2-c2ccccc2)c1
(44) CN(CCNC(=O)CN1CCN(Cc2ccccc2Cl)C1=O)Cc1ccccc1
(45) O=C(Cn1nnc(-c2ccc3c(c2)OCO3)n1)N1CCOCC1
(46) COc1ccc(NC(=O)COC(=O)c2cc(S(=O)(=O)N3CCCC3)ccc2O)cc1
(47) O=C(Nc1ccc2c(c1)OCO2)c1cc(C2CCCCN2S(=O)(=O)c2cccs2)on1 (stereo not given)
(48) O=C(O)C1CN(C(=O)c2cccc(Br)c2)C1

assay / compound	41	42	43	44	45	46	47	48
TAG inh	-13	-27	-24	16	-12	6	-2	14
TAG inh DAPI viability	-2	-1	15	1	2	6	-2	-21

(49) N#CC1(NC(=O)CSc2nnc(COc3ccccc3F)n2N)CCCCC1
(50) Cn1nc(C(=O)Nc2nc3ccc(S(C)(=O)=O)cc3s2)ccc1=O
(51) Cc1ccc(/C=N/NC(=O)CCSc2ccccc2)cc1
(52) O=C(O)c1ccc(N/N=C/c2ccnc3ccccc23)cc1
(53) O=S(=O)(c1ccc(-c2ccon2)s1)N1CCN(CCN2CCOCC2)CC1
(54) O=C(/C=C/c1ccco1)Nc1ccc(CN2CCOCC2)cc1
(55) Cc1ccc(N2C(=O)c3ccccc3C2Nc2ccccc2F)nc1 (stereo not given)
(56) COc1ccc(NC(=O)CN(C)C(=O)c2ccc(OCc3ccccc3)c(OC)c2)cc1

assay / compound	49	50	51	52	53	54	55	56
TAG inh	-9	-2	-12	-2	12	-7	-6	-17
TAG inh DAPI viability	8	3	-3	-4	-15	2	3	-1

(57) O=C(NNC(=O)c1ccc(-n2cncn2)c([N+](=O)[O-])c1)c1ccc(Cl)cc1
(58) COC(=O)c1cn(CC(=O)N2CCCCCC2)c2ccccc12
(59) O=C(COC(=O)c1cnccn1)Nc1ccc(Cl)cc1
(60) O=C1N[C@@H](Cc2ccccc2)[C@@H](c2ccco2)O1
(61) O=C(Nc1ccc(CN2CCCCC2)cc1)c1c(F)c(F)c(F)c(F)c1F
(62) Cc1ccc(C2C3=C(CC(C)(C)CC3=O)N(CCN3CCOCC3)C3=C2C(=O)CC(C)(C)C3)cc1
(63) O=C1C(O)CC2c3ccccc3CC3(CCCC3)N12 (stereo not given)
(64) CC(=O)Oc1ccccc1C(=O)N(C1CCCCC1)C1CCCCC1

assay / compound	57	58	59	60	61	62	63	64
TAG inh	9	-11	-19	-1	2	20	-10	0
TAG inh DAPI viability	9	0	22	1	2	-1	-7	-6

(65) COc1ccc(-c2nc3c(-c4ccccc4)cnn3cc2C)cc1F
(66) O=C(COC(=O)C1CCN(c2ccc(C(F)(F)F)cn2)CC1)NCc1ccc(Cl)cc1Cl
(67) N#Cc1c(-c2ccccc2)c(-c2ccccc2)nn(CC(=O)NNC(=O)Nc2ccccc2)c1=O
(68) COc1ccc(CNC(=O)C(=O)c2cn(CC(=O)N3CCCC3)c3ccccc23)cc1
(69) CC1CCCCC1NC(=O)c1nn(C)c(=O)c2ccccc12 (stereo not given)
(70) Cc1oc(-c2cc3c(cc2Cl)OCO3)nc1CN1CCCC1c1ccc(F)cc1 (stereo not given)
(71) O=C(/C=C/c1ccccc1)NCCc1c[nH]c2ccccc12
(72) O=[N+]([O-])c1ccc2c(c1)/C(=N\O)c1ccccc1-2

assay / compound	65	66	67	68	69	70	71	72
TAG inh	9	17	12	11	17	-20	3	4
TAG inh DAPI viability	-7	1	-11	-4	-11	11	-3	-1

Compound profiles (already shown). Order of values: TAG inh, TAG inh DAPI viability
Profile of `COc1ccccc1C=NN=C(N)C(N)=NN=Cc1ccccc1OC` : 1, 0
Profile of `Fc1cc(F)cc(-c2oncc2-c2nnnn2-c2ccccc2)c1` : -24, 15
Profile of `CS(=O)(=O)N1CCN(C2C3CC4CC(C3)CC2C4)CC1` (stereo not given) : 7, 1

More entries:
(73) COc1cccc(OCCNC(=O)CSc2ccc(C(F)(F)F)cc2[N+](=O)[O-])c1
(74) CC1=CC(=O)C(C(C)=Nc2cccc(Cl)c2)C(=O)O1 (stereo not given)
(75) CC(C)(C)CNC(CO)C12CC3CC(CC(C3)C1)C2 (stereo not given)
(76) COc1cccc(C(=O)Nc2nnc(-c3cccs3)o2)c1
(77) COc1ccccc1C(=O)NC(=O)COC(=O)c1ccc(Br)o1
(78) CC(C)C[C@@H](CO)N1CCN(Cc2cccnc2)CCC1=O
(79) Cc1cccc(C)c1NC(=O)CNC(=O)c1ccccc1OCc1ccccc1
(80) CN1CCN(C(=O)c2ccc3c(c2)N(Cc2ccccc2)CCS3)CC1

assay / compound	73	74	75	76	77	78	79	80
TAG inh	-2	8	-2	-11	-5	-1	-3	-8
TAG inh DAPI viability	12	-2	-2	7	-6	4	-3	4

(81) CCCC(CCC(=O)Nc1ccn(-c2ccccc2)n1)C(=O)O (stereo not given)
(82) Cc1ccc(C)c(NC(=O)CN(C)C(=O)c2ccc(S(=O)(=O)N3CCCCCC3)cc2)c1
(83) C[C@H](CO)N1C[C@H](C)[C@@H](CN(C)C(=O)Nc2ccc(F)cc2)Oc2cc(Br)ccc2S1(=O)=O
(84) Cc1ccc(CNC(=O)CCS(=O)(=O)c2ccc3nc(C)sc3c2)cc1
(85) COC(=O)c1cc(NC(=O)c2c(C)noc2C)ccc1N1CCOCC1
(86) COc1cc(OC)c(OC)cc1CNCc1ccc2c(c1)OCO2
(87) O=C1N/C(=N/N=C/c2ccco2)SC1Cc1ccccc1 (stereo not given)
(88) Cc1cc(NC(=O)CSc2nnc(Cc3cccn3C)n2CCc2ccccc2)no1

assay / compound	81	82	83	84	85	86	87	88
TAG inh	-9	-8	14	-5	6	-2	2	12
TAG inh DAPI viability	13	2	-10	-5	7	11	2	-10

(89) O=C(O)c1cccc2cccnc12
(90) COc1ccc(OC)c(/C=N/NC(=O)CNC(=O)c2cccc3ccccc23)c1
(91) Cc1ccc(S(=O)(=O)N(C)C)cc1NC(=O)COC(=O)C1COc2ccccc2O1 (stereo not given)
(92) C[C@H](NC(=O)c1[nH]cnc1C(=O)Nc1ccc(Cl)cc1)C(=O)OC(C)(C)C
(93) Cc1[nH]c(=O)[nH]c(=O)c1S(=O)(=O)Nc1ccc(S(N)(=O)=O)cc1
(94) COc1ccc(/C=C/C(=O)Nc2cc(=O)n(C)c(=O)n2C)cc1
(95) CC(C)(C)N1CC(C(=O)Nc2cccc(Cl)c2Cl)CC1=O (stereo not given)
(96) C=CCn1c(SCC(N)=O)nnc1-c1ccccc1O
(97) COC(=O)Nc1nc2ccc(Sc3ccccc3)cc2[nH]1
(98) CCc1ccc(S(=O)(=O)NC(=S)Nc2ccccc2)cc1
(99) CNC(=S)N/N=C/c1cn(CCOc2ccccc2OC)c2ccccc12

assay / compound	89	90	91	92	93	94	95	96	97	98	99
TAG inh	-6	4	-9	-1	7	-16	10	4	59*	4	30
TAG inh DAPI viability	-2	5	5	1	-11	9	-9	-4	-43*	-13	11

In another format: results already given
Order of values: TAG inh | TAG inh DAPI viability
68. COc1ccc(CNC(=O)C(=O)c2cn(CC(=O)N3CCCC3)c3ccccc23)cc1
    11 | -4
73. COc1cccc(OCCNC(=O)CSc2ccc(C(F)(F)F)cc2[N+](=O)[O-])c1
    -2 | 12
4. CC(=O)N1CCC(N(CCN2CCOCC2)C(=S)Nc2ccc(C)cc2)CC1
    -11 | 11
1. CCOc1ccc(C(=O)OCCCN(C)C)cc1
    -12 | 4
28. CS(=O)(=O)N1CCN(C2C3CC4CC(C3)CC2C4)CC1 (stereo not given)
    7 | 1
64. CC(=O)Oc1ccccc1C(=O)N(C1CCCCC1)C1CCCCC1
    0 | -6
